High-throughput results deposited in PubChem by National Center for Advancing Translational Sciences (NCATS).
ALOX12 inh: blocks human arachidonate 12S-lipoxygenase; purified 12hLO, xylenol orange hydroperoxide absorbance; Potency, µM (series often up to 108 µM), for the others: at the top dose activity change, negative = inhibition, hits mostly inhibitors; hit rate 1.1% among 580,000; note: potency is the fitted concentration of half-maximal effect; % is set by controls: 0 for no effect and ±100 for the full control effect
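Hydroperoxide product was detected by ferrous iron/xylenol orange as the 573 to 405 nm absorbance ratio. Arachidonic acid at 40 uM (final) was turned over for 30 min at room temperature by 150 nM human 12hLO, pH 7.0 Hepes buffer, after 15 min compound preincubation.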
D2 agonist: agonists of human D2 dopamine receptor | hit rate 0.53% among 340,000 | HEK293 T-REx D2 cells, calcium flux agonist mode | P14416 | activation, % at 2 µM;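 active = activation over 3 SD above normal in the single-dose calcium agonist read, cut at about 30% in these data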; note: 0% is about no effect
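In this primary screen, compounds producing a positive calcium signal within 180 s of addition to tetracycline-induced, force-coupled HEK293 Trex D2 cells are flagged; cells are dye-loaded with a no-wash calcium kit beforehand.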
ERG Ets-DNA blk: ERG Ets/DNA interaction inhibition. P11308. fluorescence polarization, His-ERG Ets domain / labelled DNA. Potency, µM (highest dose often 76.9 µM), without a hit: at the highest dose FP activity, negative = inhibition, actives largely listed as inhibitors. hit rate 0.028% among 370,000. AID 624246; active = well fitted inhibition curve with a large enough effect in the polarisation, with a control signal flat; inconclusive = small, poorly fitted or top-dose-only effect, or effect the other way, or a change in a side signal; inactive = no such curve, though single readings can be large or run the other way; the % refers to the polarisation;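 note: polarization taken with two DNA probes labelled with fluorescein and Texas red; potency is the fitted concentration of half-maximal effect; % of control where 0% means no effect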
Target sequence (P11308 whole entry, looked up, the tested form may be a part): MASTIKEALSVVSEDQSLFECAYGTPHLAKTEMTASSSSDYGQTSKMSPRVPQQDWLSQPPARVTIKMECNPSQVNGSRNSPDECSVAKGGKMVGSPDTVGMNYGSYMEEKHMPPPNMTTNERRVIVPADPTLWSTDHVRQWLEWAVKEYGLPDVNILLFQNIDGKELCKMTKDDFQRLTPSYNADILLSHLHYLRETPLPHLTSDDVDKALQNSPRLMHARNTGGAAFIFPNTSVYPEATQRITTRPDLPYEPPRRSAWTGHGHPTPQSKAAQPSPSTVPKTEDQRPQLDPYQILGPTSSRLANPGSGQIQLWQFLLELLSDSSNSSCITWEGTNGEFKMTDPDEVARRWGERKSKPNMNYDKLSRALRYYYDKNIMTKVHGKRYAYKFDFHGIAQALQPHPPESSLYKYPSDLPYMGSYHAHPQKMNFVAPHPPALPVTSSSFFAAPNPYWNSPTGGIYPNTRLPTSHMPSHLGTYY
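His-tagged ERG Ets domain (1 uM in the protein solution; 300mM KCl, 50mM Tris-HCl, 1mM EDTA, 1mM DTT, pH 7.5) received compound, then a probe mix of 5 nM fluorescein-DNA and 100nM Texas-615-DNA. Fluorescence polarization was read for both dyes.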
Vif-A3F inh: blocks the Vif interaction with APOBEC3F. HeLa A3F-eYFP + Vif (tagged APOBEC3F with the HIV-1 protein that degrades it), YFP fluorescence increase. Potency, µM (top dose mostly 46.1 µM), for the others: top-dose activity, negative = active. hit rate 0.2% among 390,000. AID 602313; note: potency is the fitted concentration of half-maximal effect; % of control where 0% means no effect; nearly all actives have a fitted effect of over 65% in size
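HeLa cells stably expressing A3F-eYFP plus Vif, plated and incubated overnight at 37 deg C, then exposed to compounds overnight at 37 deg C. Blocked degradation read as raised yellow fluorescence (Ex 488/Em 500-530).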
GRP78 ERSR act: inducers of ER stress response in human glioma cells | Potency, µM, inactives show at the highest dose activation, actives largely listed as activators | hit rate 0.02% among 420,000 | AID 602332 | U87-MG GRP78 promoter luciferase reporter, 16 h; note: potency is the fitted concentration of half-maximal effect; series mostly up to about 76 µM; % of control where 0% means no effect; nearly all actives have a fitted effect of over 35% in size
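Stably transfected U87-MG glioma cells carrying a GRP78-based luciferase sensor; 16 h compound incubation. Luminescence end-point read 10 min after Bright-Glo addition at room temperature.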
RGS4 inhibitor: inhibitors of human regulator of G protein signaling 4; Transcreener GDP fluorescence polarization, RGS4-accelerated GTP hydrolysis; Potency, µM (top dose mostly 114 µM), for the others: at the top dose activity change, negative = inhibition, most hits filed as inhibitors; P49798; hit rate 0.039% among 390,000; note: potency is the fitted concentration of half-maximal effect; % is set by controls: 0 for no effect and ±100 for the full control effect; nearly all actives have a fitted effect of over 75% in size; some results filed as inactive show a strong effect at the top dose
Target sequence (P49798 whole entry, looked up): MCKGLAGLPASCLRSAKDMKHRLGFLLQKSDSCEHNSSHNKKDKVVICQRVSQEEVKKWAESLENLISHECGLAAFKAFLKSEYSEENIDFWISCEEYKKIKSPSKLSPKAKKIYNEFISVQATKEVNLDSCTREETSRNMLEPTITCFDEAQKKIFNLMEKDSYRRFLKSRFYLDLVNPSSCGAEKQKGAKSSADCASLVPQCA
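MLSMR compounds (23 nl, pin-transferred) preincubated 10 min at room temperature with a 500nM (2x) first reagent, then RGS4 at 900nM (2x) plus Transcreener GDP mix added; fluorescence polarization (620/688 nm) read before and after 90 min at 30 °C.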
Vif-APOBEC3G blk: inhibitors of Vif-APOBEC3G interaction; AID 602310; Potency, µM (highest dose often 46.1 µM), for inactives: at the top dose activity, negative = active, hits mostly inhibitors; Q9HC16; HeLa A3G-eYFP + Vif (tagged APOBEC3G with the HIV-1 protein that degrades it), YFP fluorescence, overnight; hit rate 0.076% among 410,000;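 note: potency is the fitted concentration of half-maximal effect; % is set by controls: 0 for no effect and ±100 for the full control effect; nearly all actives have a fitted effect of over 60% in size; hits raise eYFP signal because A3G escapes Vif-driven loss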
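HeLa cells stably expressing Vif and C-terminally eYFP-tagged A3G, seeded overnight at 37 deg C, then exposed to compound by pintool overnight at 37 deg C. Rise in yellow fluorescence (Ex 488/Em 500-530, Acumen) marks blocked Vif-driven A3G degradation.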
D2 antag: D2 dopamine receptor (human) antagonism | hit rate 2% among 340,000 | P14416 | HEK293 TREx D2 cells, calcium flux, dopamine EC80 | inhibition, % at 10 µM | AID 485344; in the data active = inhibition above about 30%; note: 0% is about no effect
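Compounds are added to dye-loaded, induced HEK293 T-REx cells coupled to calcium release via D2; after a 3 min kinetic read an EC80 dopamine stimulus is given and fluorescence is recorded for 3 more min.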
LDHA inh: blocks human lactate dehydrogenase A. P00338. purified LDHA, NADH/diaphorase-resazurin fluorescence; active compounds read low. activity change, % (values are at about 110 or 230 µM). hit rate 0.15% among 480,000. AID 1347041; in the data active = activity change below about -30%; inconclusive = mostly about -25% to -30%;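 note: plate controls were DMSO wells for no effect and wells without enzyme for full effect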
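Resorufin fluorescence (ex540/em590), read at 0 and 20 min after diaphorase/resazurin addition, reports the NADH left after a 5 min room-temperature reaction of 2 nM human LDH5 with 0.06 mM NADH and 0.2 mM pyruvate.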
* = called active by the depositor; ? = inconclusive; · = not tested or not shown; & = joins results of further samples; [ ] = dose if it differs, or a comment. Unless noted, calls come from the whole dose curve; as a rule, active = well fitted curve in the direction sought with a large enough effect; inconclusive = small, poorly fitted or top-dose-only effect, or another doubt; inactive = no such curve, though single readings can be large; an effect the other way counts as inactive or inconclusive.

SMILES | ALOX12 inh | D2 agonist | ERG Ets-DNA blk | Vif-A3F inh | GRP78 ERSR act | RGS4 inhibitor | Vif-APOBEC3G blk | D2 antag | LDHA inh
CCOC(=O)C(CC)/C(C)=N/NC(=O)c1ccc([N+](=O)[O-])cc1 (centres undefined) | 2% | 0.0 | · | -8% | 1% | -1% | -3% | 5 | -10
O=C(c1ccco1)N1CCCC(c2nc3c(nnn3Cc3ccccc3)c(=O)[nH]2)C1 (centres undefined) | 16% | -1.5 | -11% | -2% | 2% | 5% | -2% | -3 | -19
O=S(=O)(c1ccc(SCc2cccc(Cl)c2)nc1)N1CCCC1 | -8% | 0.9 | 5% | -1% | -3% | -15% | 10% | 0 | 1
O=C(CSCc1ccccc1)Nc1cc([N+](=O)[O-])ccc1F | ? | -1.2 | 8% | -5% | -1% | -18% | -3% | -16 | 1
COc1cccc(N/C(SCc2ccccc2Cl)=C(/C#N)C(=O)NCc2cccs2)c1 | -21% | 6.3 | 12% | 3% | -4% | -6% | 1% | 14 | -9
CCCCSC(=S)N(C)C1CCS(=O)(=O)C1 (centres undefined) | -3% | -0.6 | 1% | -3% | -2% | 9% | 2% | 5 | -6
O=C(N1CCOCC1)N1CCCN(C(=O)N2CCOCC2)CC1 | 131%[activator] | 1.8 | 0% | 2% | -6% | 21% | 1% | -11 | -4
COc1ccc(CNC(=O)Nc2nc(C(N)CCc3ccccc3)cs2)cc1 (centres undefined) | -3% | · | · | · | -7% | · | -6% | · | -5
Cc1nn(C2CCS(=O)(=O)C2)c(C)c1C=O (centres undefined) | 17% | -0.5 | 1% | 1% | -2% | ? | 1% | -4 | -12
CCN(CC)C(=O)CSC1=N/C(=C/c2ccco2)C(=O)N1c1ccc(OC)c(Cl)c1 | ? | -0.2 | 22% | 2% | -1% | -49% | -2% | 22 | -3
Cc1ccc(CSc2ncc(Cl)c(C(=O)Oc3ccc(F)cc3)n2)cc1 | -15% | · | -2% | -2% | 1% | 9% | 2% | · | 2
Cc1cc(SCC(=O)NN=C2CCN(C(C)C)CC2)c(C)cc1Br | 14% | -0.6 | -5% | 2% | -2% | -9% | -1% | -1 | -3
CC(C)OCCCNC(=O)c1cccc2c1C(=O)c1ccc(Cl)cc1S2(=O)=O | 0% | -0.5 | -7% | 7% | -3% | -23% | 0% | 12 | -4
O=C(Nc1ccncc1)c1cc(-c2ccccc2)nc2ccccc12 | 9%&-3% | · | · | -5% | -7% | · | -17% | · | 9&-7
Cc1onc(-c2ccccc2)c1-c1nnc(CN2CCN(S(=O)(=O)c3ccccc3F)CC2)o1 | ? | 0.7 | -12% | 5% | 2% | -15% | 0% | -8 | 7
O=c1[nH]cc(C(F)(F)F)cc1NS(=O)(=O)c1ccc([N+](=O)[O-])cc1 | -1% | 0.2 | 4% | 5% | 0% | -16% | 0% | 8 | 4
O=C(NCc1ccccn1)c1nc(Cn2cc([N+](=O)[O-])cn2)no1 | -6% | -0.9 | -4% | 7% | -3% | 24% | 1% | 4 | -17
O=C1CCC(C(=O)Nc2cccc(Br)c2)N1 (centres undefined) | -11% | 0.4 | 2% | 5% | -6% | 7% | 1% | 1 | -10
CC(=O)Nc1ccc(NC(=O)CSc2ccc(-c3ccco3)nn2)cc1 | -4% | -0.4 | 11% | -3% | -2% | -8% | -14% | -5 | -7
CC1C=CC=CC=CC=CC=CC=CC=CC(OC2OC(C)C(O)C(N)C2O)CC2OC(O)(CC(O)CC(O)C(O)CCC(O)CC(O)CC(=O)OC(C)C(C)C1O)CC(O)C2C(=O)O (centres undefined) | · | · | 23% | -7% | -5% | ? | ? | · | 10
CC1CCCCC12NC(=O)N(CC(=O)NNC(=O)c1ccc(Br)cc1)C2=O (centres undefined) | -9% | · | -4% | -13% | -1% | 8% | 3% | · | -2
COc1ccc(/C=C/C(=O)OCC(=O)NC2CCCCCC2)cc1OC | -8% | · | 17% | 3% | 1% | 0% | -8% | · | -8
COc1ccc(CNC(=O)COC(=O)c2ccc3ncsc3c2)cc1OC | ? | 0.6 | -4% | 11% | 0% | 18% | -12% | -9 | -7
CCCNC(=O)C1(C)CCCN(C(=O)c2cccnc2Oc2ccccc2)C1 (centres undefined) | 6% | · | · | · | -3% | · | 2% | · | -10
CCCc1c(C(=O)N/N=C(\C)c2ccc(O)cc2)nnn1-c1nonc1N | -27% | -6.3 | 16% | 5% | -3% | -33% | 1% | -5 | -2
CN(CC(=O)Nc1ccc(F)cc1)C(=O)c1cn(-c2ccccc2)nc1-c1cccs1 | -9% | -0.7 | -11% | 2% | -2% | -17% | -4% | 6 | 0
O=C(Nc1ccccc1Cl)N1CCn2c(nc3ccccc32)C1 | 7% | 29 | 8% | 1% | -2% | -1% | -3% | 6 | -3
CC(C)c1ccc(S(=O)(=O)N2CCCCC2)cc1 | -12% | -1.0 | 9% | ? | -4% | 1% | 3% | -5 | -3
O=C(Nc1ccc(Cl)cc1)N1CCN(c2ccc3nnc(-c4ccccc4)n3n2)CC1 | -6% | 0.8 | -3% | -4% | -4% | 8% | -11% | · | 3
O=C(CN1CCN(S(=O)(=O)/C=C/c2ccccc2)CC1)Nc1ccc(N2CCOCC2)cc1 | -13% | -2.1 | -2% | 2% | -6% | 26% | -1% | 2 | 3
Cc1ccc(SCc2cc(=O)[nH]c(Nc3nc(C)c4ccccc4n3)n2)cc1 | ? | -0.4 | 4% | -24% | -4% | -7% | 0% | 21 | -12&-1
CCCN1C(=O)C(Cc2nc3ccccc3c(=O)n2-c2cccc(C)c2)c2ccccc21 (centres undefined) | -23% | 3.0 | -4% | · | · | -27% | · | · | -5
CC1CC(C)CN(C(=O)c2cc(-c3ccncc3)nc3ccccc23)C1 (centres undefined) | -2% | -0.4 | -5% | -1% | -4% | -9% | 1% | -2 | -10
Cc1ccc(-c2nnn(CC(=O)N(Cc3cccs3)C(C(=O)NC3CCCCC3)c3ccco3)n2)o1 (centres undefined) | 68%[activator] | -1.3 | -2% | -11% | -2% | -5% | -1% | -9 | -7
Cc1ccc(N2CC(C(=O)NCc3ccc4c(c3)OCO4)CC2=O)cc1C (centres undefined) | -10% | 1.0 | -3% | 0% | -4% | -14% | -1% | 5 | 0
Cc1ccc(C(=O)Nc2c(C)nc3ccccn3c2=O)cc1C | -16% | 1.0 | 3% | -1% | 3% | 29% | -3% | · | -6
CCc1nnc(NC(=O)/C=C/c2cccs2)s1 | 1% | · | 1% | -20% | -2% | -4% | -1% | · | -4
COCCn1c(SCC(=O)Nc2ccc(F)cc2F)nc2c(c1=O)SCC2 | -26% | · | · | -11% | -4% | · | -1% | · | -3
Cc1cccc(CC(=O)NCCS(=O)(=O)N2CCN(c3cccc(Cl)c3)CC2)c1 | -15% | 1.2 | 16% | 4% | 0% | -16% | -3% | -6 | -9
COc1ccc(NC(=O)c2ccc(C(=O)c3cc(OC)ccc3OC)cc2)cc1 | -11% | · | 8% | -2% | -3% | -5% | -7% | · | -3
CNC(=O)c1c(NC(=O)CS(=O)(=O)c2ccccc2)sc(C)c1C | 2% | 0.4 | 0% | -1% | -3% | 29% | 0% | 8 | -4
Cc1nnc2ccc(-c3ccc(NS(=O)(=O)c4ccc(F)cc4F)cc3)nn12 | -26% | 0.9 | 0% | -3% | -4% | 22% | -15% | 8 | -6
Cc1ccccc1NC(=O)CNC(=O)c1ccc(C(F)(F)F)cc1 | -27% | · | -14% | 15% | -2% | -26% | 1% | · | 3
CN(C)c1nc(N(C)C)nc(N(C#N)Cc2ccc(Cl)cc2)n1 | ? | 0.7 | 19% | 6% | -4% | -6% | -10% | 14 | -1
N/C(=N\c1nc2ccccc2o1)NC(=O)c1ccc(Cl)cc1 | 10% | 0.1 | 0% | -6% | 5% | 21%[11.4 µM] | 2% | -4 | -6
Fc1ccc(-c2ccc(/C=N/n3cnnc3)o2)cc1 | 37%[activator] | · | 4% | -2% | -1% | 26% | -4% | · | 2
Cc1c(C(c2cccc([N+](=O)[O-])c2O)c2c(C)n(C)n(-c3ccccc3)c2=O)c(=O)n(-c2ccccc2)n1C | -19% | -0.4 | -12% | 6% | -3% | 10% | -1% | 12 | 7
CCCNC(=O)Nc1nc(C(N)c2ccc(OC)cc2)cs1 (centres undefined) | -2% | · | · | · | -2% | · | 2% | · | 0
CCN1C/C(=C\c2cc(OC)c(OC)c(OC)c2)C2=NN(c3ccccc3)C(c3cc(OC)c(OC)c(OC)c3)C2C1 (centres undefined) | -28% | · | -5% | -4% | -5% | 13% | -1% | · | -2
CN(C)S(=O)(=O)c1ccc(C(=O)OCC(=O)NC(=O)NCc2ccccc2)cc1 | 15% | 1.5 | -8% | · | -5% | -6% | 0% | -9 | -9

Only part of the results is shown; the hit share may differ from the screen's.
